Source: PubChem (National Center for Advancing Translational Sciences (NCATS))
DT40 TDP1 no CPT = qHTS for Inhibitors of human tyrosyl-DNA phosphodiesterase 1 (TDP1): qHTS in cells in absence of CPT. DT40 Tdp1-/- hTDP1 cells, no CPT, ATP luminescence, 48 h. Potency, µM (series often up to 46.2 µM), without a hit: at the highest dose activity change, negative = growth inhibition, hits mostly inhibitors. 420,000 tested, 15% active. AID 686978, 2013; note: nearly all actives have a fitted effect of over 55% in size
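Chicken DT40 Tdp1-/- cells complemented with human TDP1, screened without camptothecin (DMSO vehicle only), 400 cells/well. Compounds pin-transferred, cells incubated at 37 °C for at least 48 hr. Growth read as ATP-dependent luminescence (CellTiter-Glo, 30 min at RT).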
DT40 TDP1 CPT = qHTS for Inhibitors of human tyrosyl-DNA phosphodiesterase 1 (TDP1): qHTS in cells in presence of CPT. chicken DT40 Tdp1-/-;hTDP1 cells + 20 nM CPT, ATP luminescence, 48 h. Potency, µM (highest dose often 46.2 µM), without a hit: top-dose activity change, negative = growth inhibition, actives largely listed as inhibitors. 420,000 tested, 12% active; note: nearly all actives have a fitted effect of over 55% in size
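Chicken DT40 Tdp1-/- cells stably complemented with human TDP1 were seeded at 400 cells/well in medium containing 20 nM camptothecin, exposed to pin-transferred compounds, and grown at 37 °C for at least 48 hr. Viability was read as ATP luminescence.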
GCN5L2 inh = qHTS Assay for Inhibitors of GCN5L2; 390,000 tested, 0.21% active; GCN5L2 HAT assay, ThioGlo1 CoA-SH fluorescence; Potency, µM (top dose mostly 58.9 µM), for the others: at the highest dose activity change, negative = inhibition, actives largely listed as inhibitors; Histone acetyltransferase KAT2A (Homo sapiens), Q92830
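Preincubate 20nM GCN5L2 with compound 15 min, RT → add 50uM ThioGlo1 + 75uM H3(1-25) + 70uM acetyl-CoA → read fluorescence 0 and 20 min. Primary qHTS; fluorescent artifacts likely.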
Numbers without * were called inactive; ? = inconclusive; & = joins results of further samples. Calls come from the whole dose curve; as a rule, active = well fitted curve in the direction sought with a large enough effect; inconclusive = small, poorly fitted or top-dose-only effect, or another doubt; inactive = no such curve, though single readings can be large; an effect the other way counts as inactive or inconclusive. % is set by controls: 0 for no effect and ±100 for the full control effect; potency is the fitted concentration of half-maximal effect. This is a subset; count on the stated rates, not on these rows.

SMILES	DT40 TDP1 no CPT	DT40 TDP1 CPT	GCN5L2 inh
Nc1ccc(S(=O)(=O)NCc2ccccc2)cc1	?	-17%	-1%
COC(=O)c1ccccc1C(=O)c1ccc(OCCN2CCCCC2)cc1	-28%	?	1%
CN1CCN(c2cc3c(cc2F)c(=O)c(C(=O)O)cn3-c2ccc(F)cc2)CC1	24µM*	11µM*	?
COc1ccccc1OC(=O)Oc1ccccc1OC	?	-8%&-9%	0%
C[C@]12CC[C@H]3C(=CCc4cc(O)ccc43)[C@@H]1CCC2=O	?	?	-3%

Looked up by structure from the entries so far:
SMILES	DT40 TDP1 no CPT	DT40 TDP1 CPT	GCN5L2 inh
COc1ccccc1OC(=O)Oc1ccccc1OC	?	-8%&-9%	0%
CN1CCN(c2cc3c(cc2F)c(=O)c(C(=O)O)cn3-c2ccc(F)cc2)CC1	24µM*	11µM*	?

Profiles, quoted from the list. Order of values: DT40 TDP1 no CPT | DT40 TDP1 CPT | GCN5L2 inh
C[C@]12CC[C@H]3C(=CCc4cc(O)ccc43)[C@@H]1CCC2=O in the list: ? | ? | -3%
Nc1ccc(S(=O)(=O)NCc2ccccc2)cc1 in the list: ? | -17% | -1%

Part of the list above in order of heavy-atom count, rising.
SMILES	DT40 TDP1 no CPT	DT40 TDP1 CPT	GCN5L2 inh
Nc1ccc(S(=O)(=O)NCc2ccccc2)cc1	?	-17%	-1%
COC(=O)c1ccccc1C(=O)c1ccc(OCCN2CCCCC2)cc1	-28%	?	1%
CN1CCN(c2cc3c(cc2F)c(=O)c(C(=O)O)cn3-c2ccc(F)cc2)CC1	24µM*	11µM*	?
